Source: PubChem BioAssay (several laboratories)
proKLK7 act – activates the human kallikrein-7 zymogen. activation, % at 7 µM. 370,000 compounds, 0.9% hits. purified proKLK7, EDANS-DABCYL substrate fluorescence; 100% is mature enzyme control, 0% vehicle;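 active = activation above the mean of all tested compounds plus 3 SD, computed per campaign excluding outliers beyond control limits, cut at about 13% in these data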
Target sequence (P49862 whole entry, looked up): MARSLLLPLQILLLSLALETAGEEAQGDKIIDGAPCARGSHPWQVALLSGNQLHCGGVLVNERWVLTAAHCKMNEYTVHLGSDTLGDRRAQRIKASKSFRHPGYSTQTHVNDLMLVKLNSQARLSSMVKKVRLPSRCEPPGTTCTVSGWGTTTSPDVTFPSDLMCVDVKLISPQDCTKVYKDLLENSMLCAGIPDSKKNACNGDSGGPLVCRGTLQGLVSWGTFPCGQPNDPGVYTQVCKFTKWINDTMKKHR
FXN GAA850 act – frataxin GAA850 promoter activation; HEK293 lucGAA850 FXN promoter luciferase reporter, 24 h; percent of 10 µM SAHA response; activation, % at 6 µM; 360,000 compounds, 0.56% hits; AID 540364;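 active = activation above the average of all compounds screened plus 3 SD, cutoff fixed separately per campaign, cut at about 7.5% in these data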;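 note: 0% = DMSO wells and 100% = 10 µM SAHA wells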
ssDAF12 agonist – activators of S. stercoralis DAF-12 nuclear receptor | AID 652126 | activation, % at 6.8 µM | 370,000 compounds, 1% hits | HEK293 ssDAF-12/GRIP1 lit1-tk-luc reporter, luminescence; % of 3 µM dafachronic acid response;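 active = activation above the mean over all tested compounds plus 3 SD, cut at about 0.9% in these data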;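 note: 0% = DMSO-only wells and 100% = 3 µM delta7-dafachronic acid wells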
SMARCA2 act – activators of SMARCA2 function | MG213 cells, MMTV-luciferase reporter, dexamethasone, overnight | activation, % at 9.1 µM | 370,000 compounds, 1% hits; in the data active = activation above about 7.8%;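 note: 0% = vehicle wells and 100% = reference activator wells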
DAX1 inh-1 – inhibits human nuclear receptor DAX1 | HEK293 Gal4-DAX1 luciferase reporter, luminescence | inhibition, % at 6.75 µM | 340,000 compounds, 0.99% hits | P51843 | AID 504766;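 active = inhibition above the mean over all tested compounds plus 3 SD, cut at about 4.2% in these data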;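 note: 0% = DAX1-transfected cells with DMSO and 100% = empty-vector control cells with DMSO; inhibition shows as a rise in luminescence from relieved DAX1 repression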
Target sequence (P51843 207-470 limits assumed): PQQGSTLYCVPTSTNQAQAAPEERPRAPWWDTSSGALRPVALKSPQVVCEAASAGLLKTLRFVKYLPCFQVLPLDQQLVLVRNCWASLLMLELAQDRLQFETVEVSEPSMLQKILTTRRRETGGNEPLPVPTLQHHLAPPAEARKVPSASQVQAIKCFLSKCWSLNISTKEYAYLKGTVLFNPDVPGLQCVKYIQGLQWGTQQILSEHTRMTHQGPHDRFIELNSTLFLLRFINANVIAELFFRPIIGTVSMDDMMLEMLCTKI
hgDAF12 agonist – agonists of H. glycines DAF-12 nuclear receptor; 370,000 compounds, 1.8% hits; HEK293 GAL4-hgDAF12 UAS-luciferase reporter, agonist luminescence; normalized to butyrate control; AID 687014; activation, % at 6.8 µM;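 active = activation above a cutoff set at the mean of all screened compounds plus 3 SD, cut at about 10% in these data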;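 note: 0% = DMSO wells and 100% = sodium butyrate wells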
GC-B act – GC-B (human) receptor activation; P20594; HEK293-GC-B cells, CNP EC30, cGMP TR-FRET; 0% at EC30 CNP, 100% saturating CNP; activation, % at 10 µM; 370,000 compounds, 0.11% hits; AID 1920062;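 active = activation at 10 µM reaching about 35% in either raw or pattern-adjusted values, limit read from the data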
GC-A act – GC-A (human) enzyme activation. 370,000 compounds, 0.14% hits. activation, % at 10 µM. P16066. AID 1671463. HEK293 GC-A cells, cGMP TR-FRET, EC30 ANP; 0% at EC30 ANP, 100% saturating ANP; in the data active = activation above about 40%
DAX1 inh-2 – blocks DAX1 repression of SF-1 activated StAR promoter; HEK293T StAR-luciferase reporter, SF-1/DAX-1 repression relief; 370,000 compounds, 1.1% hits; AID 652010; inhibition, % at 6.8 µM;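 active = inhibition above the mean over all tested compounds plus 3 SD, cut at about 3.6% in these data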;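 note: 0% = DAX-1 cells with DMSO and 100% = cells lacking DAX-1 with DMSO; higher inhibition means more luminescence from relief of DAX-1 repression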
hcDAF12 agonist – activates DAF-12 receptor from parasite H. contortus; HEK293 hcDAF-12 lit1-tk-luc reporter, luminescence; 0% DMSO, 100% Δ7-dafachronic acid; activation, % at 6.8 µM; 370,000 compounds, 1.4% hits; AID 652067;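 active = activation above the mean of all tested compounds plus 3 SD, cut at about 5.5% in these data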;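 note: 100% = response to 3 µM Δ7-dafachronic acid high control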
HGIII-sPLA2 inh – Blocks human group III sPLA2 activity; inhibition, % at 12.2 µM; AID 743126; 370,000 compounds, 0.56% hits; Q9NZ20; QFRET BODIPY PC-A2 liposome hydrolysis, fluorescence;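 active = inhibition above mean plus 3 SD of compounds lying within the high and low control bounds, cut at about 19% in these data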;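 note: 0% = median of test compound wells and 100% = no enzyme DMSO wells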
Target sequence (Q9NZ20 whole entry, looked up): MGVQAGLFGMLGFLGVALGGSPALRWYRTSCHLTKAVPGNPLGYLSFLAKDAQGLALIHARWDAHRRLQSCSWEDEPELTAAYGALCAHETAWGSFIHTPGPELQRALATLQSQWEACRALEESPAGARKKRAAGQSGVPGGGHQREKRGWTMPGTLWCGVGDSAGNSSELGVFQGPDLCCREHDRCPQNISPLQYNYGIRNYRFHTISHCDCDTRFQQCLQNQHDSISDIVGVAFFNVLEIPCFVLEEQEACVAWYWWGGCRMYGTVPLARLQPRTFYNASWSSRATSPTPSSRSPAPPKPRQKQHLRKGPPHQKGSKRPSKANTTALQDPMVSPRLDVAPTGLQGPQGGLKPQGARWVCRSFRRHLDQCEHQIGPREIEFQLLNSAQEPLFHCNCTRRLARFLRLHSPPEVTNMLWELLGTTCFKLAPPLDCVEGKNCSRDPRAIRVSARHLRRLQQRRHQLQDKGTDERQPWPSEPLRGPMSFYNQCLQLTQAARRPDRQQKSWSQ
* marks the source's active call; other numbers are inactive results; . = not tested or not shown; & = joins results of further samples.

Every second line gives: proKLK7 act	FXN GAA850 act	ssDAF12 agonist	SMARCA2 act	DAX1 inh-1	hgDAF12 agonist	GC-B act	GC-A act	DAX1 inh-2	hcDAF12 agonist	HGIII-sPLA2 inh
CCSc1nc2c(c(=O)[nH]1)C(c1cccnc1)C(C(=O)OC(C)C)=C(C)N2 (stereo not given)
  -0.3	-0.8	-1.2	1	0.1	1.2	-11	0	-0.3	0.0	-4
Cc1noc(C)c1NC(=O)Nc1cccc2c1O[C@H](CN(C)C(=O)NC1CCCCC1)[C@@H](C)CN([C@H](C)CO)C2=O
  0.0	1.2	-1.1	1	1.9	-0.2	3	2	-0.1	-1.0	3
Cc1onc(-c2ccccc2Cl)c1C(=O)N1CC(C)CC(C)C1 (stereo not given)
  0.2	3.9	-2.1	-3	-2.8	-1.4	4	-1	-0.9	-3.4	-2
Cc1nn(C(=O)c2cccc([N+](=O)[O-])c2)c(C)c1Br
  -1.2	-1.8	-1.1	-1	0.7	1.7	-3	5	0.2	-1.3	4
COc1ccc(C(=O)COC(=O)CCC(=O)Nc2ccc(C(C)=O)cc2)cc1
  -0.1	1.1	-1.0	0	0.8	7.4	3	0	0.9	0.5	10
CC(C)c1ccc(S(=O)(=O)N2CCC(C(=O)N3CCC3)CC2)cc1
  0.5	0.3	-1.4	-1	-0.8	-3.0	3	3	-0.5	-0.8	2
NC(=O)CSc1nnc(NC(=O)c2ccc(S(=O)(=O)N3CCOCC3)cc2)s1
  -0.4	0.4	-0.6	-4	-0.4	-0.5	4	-3	0.6	-1.2	-3
CCOC(=O)c1[nH]c(C)c(/C(C)=N\O)c1C
  0.8	0.4	-0.2	-1	0.9	-2.5	1	-1	-0.3	0.7	0
COc1ccc(S(=O)(=O)N2CCOC2CNC(=O)C(=O)NCCN2CCOCC2)cc1 (stereo not given)
  0.2	2.2	-1.0	0	0.8	-1.8	1	2	0.0	-2.5	-4
Cc1cccn2c(CNC3CCCc4ccccc43)c(C(=O)N3CCOCC3)nc12 (stereo not given)
  -0.2	0.6	0.6	-5	1.4	3.3	-6	-6	0.2	3.0	7
COc1ccc(NC(=O)c2cc3n(n2)C(C(F)(F)F)CC(c2ccc(OC)cc2)N3)cc1 (stereo not given)
  -0.4	-2.8	-1.9	2	1.4	4.2	2	5	0.6	-1.6	2
COc1cc(CCC(=O)OCC(=O)NCC2CCCCC2)cc(OC)c1OC
  0.4	0.4	-1.4	2	0.0	-1.4	7	1	-0.3	2.5	-3
O=C(CN1C(=O)c2ccccc2C1=O)Nc1cccnc1
  -0.5	-1.9	-1.2	1	0.2	-0.9	3	-1	0.6	0.8	3
COc1ccccc1CN1CC(C(=O)NCc2cc(F)cc(C(F)(F)F)c2)CCC1=O (stereo not given)
  -0.1	-0.6	-1.1	0	-0.5	1.1	-3	-6	0.3	-0.4	-2
Cc1oc(-c2cccc(Cl)c2)[n+]([O-])c1C
  -0.6	-1.1	-0.7	-4	-0.1	-0.7	-2	2	1.2	1.1	14

Next results
Every second line gives: proKLK7 act	FXN GAA850 act	ssDAF12 agonist	SMARCA2 act	DAX1 inh-1	hgDAF12 agonist	GC-B act	GC-A act	DAX1 inh-2	hcDAF12 agonist	HGIII-sPLA2 inh
Cc1ccc(C)c(OCc2cc(C(=O)N3CC[C@H](O)C3)no2)c1
  0.9	3.5	0.4	8	1.8	9.6	1	-3	1.8	5.2	-3
CN1CCC(OC(=O)c2cccc(Cl)c2)CC1
  -0.1	0.7	-1.3	-5	-0.7	-2.2	-3	1	-0.1	-0.4	5
Cc1ccc(CCNC(=O)C2CCC(=O)N2C(C)C)cc1 (stereo not given)
  -0.1	1.1	-1.5	-2	-0.3	3.9	7	4	0.1	-0.3	1
COc1ccc2[nH]cc(C(=O)CN3CCC(C)CC3)c2c1
  0.2	5.1	1.3*	4	2.7	7.1	0	-4	1.2	3.4	6
CCOc1cc(N2CCOCC2)c(OCC)cc1NC(=O)CN1C(=O)C2CC=CCC2C1=O (stereo not given)
  -0.5	0.2	-1.2	-4	-1.9	-0.5	9	-2	0.8	-2.5	7
Cc1cccc(NC(=S)NNC(=O)CCn2cc(C)cn2)c1
  -1.3	0.4	0.0	-3	-0.2	1.3	2	2	0.3	-0.6	9
CC(C)OC(=O)c1ccc(N)cc1
  -0.7	1.2	-0.8	0	-0.3	-0.5	4	-3	-1.1	-1.5	1
CCOC(=O)c1c(C)oc2cc(Br)c(O)c(Br)c12
  0.7	0.8	-0.4	0	1.2	4.8	3	-1	2.4	3.9	3
CC(=O)c1cccc(NC(=O)C2Cc3c(-c4ccccc4Oc4ccccc4)ccnc3O2)c1 (stereo not given)
  -0.3	-3.2	-2.0	-8	.	-4.9	2	-9	-4.0	-3.2	-6
C/C(CC(=O)Nc1ccccn1)=N\NC(=O)c1ccc(C)cc1
  -3.5	3.1	-0.8	0	0.2	2.5	-5	5	0.9	0.4	6
Cc1n[nH]c(C)c1CCC(=O)N/N=C/c1cccs1
  0.1	-0.4	-1.4	-2	.	-1.3	6	-4	0.3	-1.7	6
CCC(=O)NC(=S)N1CCN(c2ccc([N+](=O)[O-])cc2Cl)CC1
  0.7	0.1	-2.1	0	1.9	0.7	-5	-8	-1.2	-0.3	11
Cc1cc(C#N)c2ccccc2n1
  -0.5	-1.8	-0.3	3	0.7	0.6	-4	-7	0.2	0.5	9
CCOC(=O)C(CC)Sc1nc2c(cnn2-c2ccc(F)cc2)c(=O)[nH]1 (stereo not given)
  0.0	2.4	-1.4	-2	1.2	-0.9	-6	4	0.0	-0.8	-11
COC(=O)c1c(NC(C)=O)sc(C)c1C
  -0.1	-0.2	-0.5	-2	2.7	3.0	0	-1	0.1	-0.5	0

Additional results.
Every second line gives: proKLK7 act	FXN GAA850 act	ssDAF12 agonist	SMARCA2 act	DAX1 inh-1	hgDAF12 agonist	GC-B act	GC-A act	DAX1 inh-2	hcDAF12 agonist	HGIII-sPLA2 inh
Cc1nn(C)c(C)c1NC(=O)Nc1ccc(Cl)c(Cl)c1
  -0.1	0.0	-1.9	0	0.6	2.6	-4	1	-0.8	0.7	5
COc1ccc(NC(=O)c2cccc(NC3=NC4CS(=O)(=O)CC4S3)c2)cc1Cl (stereo not given)
  -0.3	0.9	-0.7	0	-0.5	-1.3	0	0	-0.7	-1.7	-4
CCOC(=O)C(C)(C)Sc1nc2c(cnn2-c2ccc(Cl)cc2)c(=O)[nH]1
  -0.4	-0.4	0.0	-3	3.0	1.8	-10	-3	0.0	-1.0	0
CC(=O)COc1coc(CN2CCN(c3ccc(F)cc3)CC2)cc1=O
  0.6	1.6	-1.1	5	-0.1	0.0	5	1	-0.9	-1.3	2
NC(=O)N/N=C/c1c(F)c(F)c(F)c(F)c1F
  -0.3	0.2	0.4	-2	-0.4	1.9	2	2	0.3	-0.7	4
COc1ccc(/C=N/NC(=O)c2cc(C3CC3)[nH]n2)cc1OC
  0.2	0.7	-0.9	2	-0.1	2.1	-2	-1	-0.1	-0.5	3
COC(=O)CC1C(=O)NCCN1C(=O)Nc1ccccc1 (stereo not given)
  0.1	-0.4	-0.4	-1	-0.7	0.1	3	3	-0.1	-0.8	4
Clc1cccc(CN2CCN(Cc3ccco3)CC2)c1
  0.0	-0.6	-0.9	-1	-0.5	0.7	-2	1	0.6	0.4	3
Cc1ccc(-n2ncc3c2CC(C)(C)CC3NC(=O)c2ccncc2)cc1 (stereo not given)
  0.2	4.3	-1.2	-4	-0.1	-1.5	1	-3	-0.9	-0.8	1
Cc1ccc(C(=O)CSc2ccccc2C(=O)O)cc1
  -0.1	-0.1	-0.2	9.2*	0.1	7.6	-5	5	0.8	3.8	-9
COC(=O)c1ccc(NC(=O)N2CCOCC2)cc1
  -0.5	-2.4	-1.5	-3	-1.0	-0.8	2	2	0.7	-0.5	-2
Cn1c(=O)c2c(nc(CN3CCC(C(N)=O)CC3)n2Cc2ccccc2F)n(C)c1=O
  0.5	1.2	-1.3	-2	0.8	2.9	7	3	0.3	-0.6	-1
CCOC(=O)C1=C(C)NC(C)=C(C(=O)OCC)C1C(=O)OC1CCOC1=O (stereo not given)
  5.9&2.0	-1.1&0.1	-1.1&-0.5	1&1	1.4&-0.7	1.6&1.6	2&10	2&-2	2.2&0.2	0.6&2.1	3&1
CC(C)(C)S(=O)N1Cc2cc(C(=O)O)nc(-c3cccc(-c4cc5ccccc5o4)c3)c2[C@H]1CCO (stereo not given in full)
  -0.4	.	-1.6	4	.	2.3	2	-2	0.3	0.5	-14
CN(CC1CCCO1)S(=O)(=O)c1ccc(C(=O)Nc2ccccc2F)cc1 (stereo not given)
  0.4	3.0	-0.8	-3	1.4	-0.9	-3	3	-0.5	0.3	3

Additional compounds.
Every second line gives: proKLK7 act	FXN GAA850 act	ssDAF12 agonist	SMARCA2 act	DAX1 inh-1	hgDAF12 agonist	GC-B act	GC-A act	DAX1 inh-2	hcDAF12 agonist	HGIII-sPLA2 inh
Cc1nn(Cc2ccccc2Cl)c(C)c1NC(=O)c1cc(-c2ccc(F)cc2)on1
  -0.1	-1.8	-0.8	-5	-0.3	-0.5	1	26	-0.6	-0.4	0
O=S(=O)(Cc1ccccc1)Nc1cccc(F)c1
  -0.7	0.9	-1.5	-1	0.5	1.6	3	2	-0.1	-0.1	-4
CC1CCCN(C/C(O)=C(\C#N)c2nc3ccccc3[nH]2)C1 (stereo not given)
  -0.7	-0.7	-0.7	0	1.6	1.2	3	2	-0.4	0.5	7
Cc1ccc(N(CC(=O)NC2CCCCC2C)S(=O)(=O)c2c(C)noc2C)cc1 (stereo not given)
  -0.4	-2.6	-0.8	2	0.4	1.8	1	0	-1.0	0.9	2
C=CCN(CC=C)Cc1cc(=O)oc2cc(C)c(Cl)cc12
  -0.7	.	-0.8	2	.	-2.4	-3	-2	-0.4	1.4	2
O=C(Nc1cccc(O)c1)c1cccc(S(=O)(=O)N2CCCCCC2)c1
  0.0	0.5	-1.3	3	-1.0	1.9	1	-4	-0.6	-0.7	-24
Nc1ncc([N+](=O)[O-])cc1S(=O)(=O)c1ccccc1
  -0.3	-0.6	-0.6	-3	.	0.1	3	0	0.0	0.4	4
O=C(c1ccoc1)N1CCC(CO)(CCc2ccccc2)CC1
  -0.2	2.5	-1.0	-1	-0.1	0.0	4	-4	0.8	-1.4	3
CCCCNC(=O)c1cc(C)nc2ccccc12
  -0.8	-3.4	-1.9	-3	1.2	0.3	0	-3	0.4	-2.6	10
Cc1ccc(-c2cc(C(=O)NCc3ccccn3)c3ccccc3n2)cc1C
  -10	3.0	-0.6	5	-2.3	5.4	-15	9	-0.1	0.5	-16
Oc1ccc(/C=N/NC(=S)N/N=C/c2ccc(O)cc2)cc1
  -3.5	2.3	-1.6	0	0.6	-2.5	-8	-5	-0.2	0.2	-5
COCO[C@@H]1CC(CO)=C[C@H]2OCO[C@H]21
  .	.	-1.2	.	.	-3.8	-2	-1	.	0.3	1
CCN(NC(=O)C(O)(c1ccccc1)c1ccccc1)C(=O)c1ccccc1
  -0.2	0.9	-0.9	3	0.6	2.0	-1	1	-0.3	-0.1	-5
